# TDP1 inh: qHTS Assay for Inhibitors of Tyrosyl-DNA Phosphodiesterase (TDP1). Tyrosyl-DNA phosphodiesterase 1 (Homo sapiens), Q9NUW8. recombinant TDP1, AlphaScreen DNA substrate cleavage. Potency, µM (titrated, usually from 130 µM), for inactives: at the top dose activity change, negative = inhibition, most hits filed as inhibitors. 0.28% of 350,000 active; also: nearly all actives have a fitted effect of over 40% in size
# Target sequence (Q9NUW8 whole entry, looked up): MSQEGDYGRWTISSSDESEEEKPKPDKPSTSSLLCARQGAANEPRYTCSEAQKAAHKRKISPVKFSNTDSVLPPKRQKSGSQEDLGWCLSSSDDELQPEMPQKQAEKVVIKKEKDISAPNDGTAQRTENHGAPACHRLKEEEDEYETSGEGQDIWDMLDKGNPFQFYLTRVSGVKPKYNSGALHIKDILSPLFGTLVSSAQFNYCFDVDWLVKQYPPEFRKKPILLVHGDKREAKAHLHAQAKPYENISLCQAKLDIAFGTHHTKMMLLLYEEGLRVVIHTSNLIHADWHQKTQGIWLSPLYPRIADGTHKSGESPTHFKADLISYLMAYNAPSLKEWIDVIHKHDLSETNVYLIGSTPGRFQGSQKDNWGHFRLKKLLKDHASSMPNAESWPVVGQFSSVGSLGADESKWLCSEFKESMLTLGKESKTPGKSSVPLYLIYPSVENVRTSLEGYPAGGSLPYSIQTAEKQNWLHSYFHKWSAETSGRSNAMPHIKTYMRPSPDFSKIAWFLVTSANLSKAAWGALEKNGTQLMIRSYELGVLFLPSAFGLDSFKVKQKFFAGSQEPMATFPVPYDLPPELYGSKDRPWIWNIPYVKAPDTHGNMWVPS
#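 Recombinant E. coli-expressed Tdp1 (1 nM) preincubated with compound 15 min at RT, then 5'-biotin/3'-phosphotyrosine-FITC DNA substrate (15 nM) added for 5 min. AlphaScreen beads (10 ug/ml) added, 10 min RT; tyrosine-FITC cleavage read as signal loss.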
# DT40 TDP1 no CPT: qHTS for Inhibitors of human tyrosyl-DNA phosphodiesterase 1 (TDP1): qHTS in cells in absence of CPT; DT40 Tdp1-/- hTDP1 cells, no CPT, ATP luminescence, 48 h; Potency, µM (highest dose often 46.2 µM), for inactives: at the highest dose activity change, negative = growth inhibition, actives largely listed as inhibitors; 15% of 420,000 active; AID 686978, 2013; also: nearly all actives have a fitted effect of over 55% in size
#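 Luminescent ATP content (CellTiter-Glo) served as the growth readout. Knockout chicken DT40 cells expressing human TDP1 were exposed to compounds without camptothecin for a minimum 48 hr at 37 °C.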
# DT40 TDP1 CPT: qHTS for Inhibitors of human tyrosyl-DNA phosphodiesterase 1 (TDP1): qHTS in cells in presence of CPT; chicken DT40 Tdp1-/-;hTDP1 cells + 20 nM CPT, ATP luminescence, 48 h; 12% of 420,000 active; AID 686979, 2013; Potency, µM (doses to about 46.2 µM), inactives show at the top dose activity change, negative = growth inhibition, usual class: inhibitors; also: nearly all actives have a fitted effect of over 55% in size
#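 Chicken DT40 Tdp1-/- cells complemented with human TDP1, 400 cells/well, exposed to compounds plus 20 nM camptothecin for at least 48 h at 37 C; viability read as ATP content by CellTiter-Glo luminescence.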
# * hit, by the source's call; ? = inconclusive; / = no result given; & = joins results of further samples; [ ] = dose if it differs, or a comment. Calls follow the shape of the dose curve; as a rule, active = well fitted curve in the direction sought with a large enough effect; inconclusive = small, poorly fitted or top-dose-only effect, or another doubt; inactive = no such curve, though single readings can be large; an effect the other way counts as inactive or inconclusive. % is scaled to controls: 0 for no effect and ±100 for the full control effect; potency is read from the fitted curve at half-maximal effect.
SMILES,TDP1 inh,DT40 TDP1 no CPT,DT40 TDP1 CPT
Cc1ccc(NC(=O)/C=C/C(=O)O)c(NC(=O)c2ccccc2)c1,4%,1%,3%
Cn1c(=O)c(-c2ccc(Cl)cc2)nc2cnc(OCc3ccccc3)nc21,/,12%,0%
O=[N+]([O-])c1cccc(CN2CCN(S(=O)(=O)Cc3ccccc3)CC2)c1,1%,-7%,-11%
CCOC(=O)c1ccccc1NC(=O)COC(=O)CCC(=O)N1CCOCC1,4%[56.1 µM],-1%,6%
CCS(=O)(=O)C1C(=O)N(C)C(S(=O)(=O)CC)C(=O)N1C (centres undefined),/,12%,-7%
C[C@@H]1O[C@@H](Oc2c(-c3ccc(O)c(O)c3)oc3cc(O)cc(O)c3c2=O)[C@H](O)[C@H](O)[C@H]1O,7%,4%&-7%,-16%&-3%
COCC(C)NCc1cccc(OC)c1OC (centres undefined),-3%,-10%,-5%
NC(=O)c1cc(S(=O)(=O)NCc2ccc(F)cc2)cs1,0%,-3%,3%
O=C(CN1CCN(S(=O)(=O)N2CCCCC2)CC1)Nc1ccc(Br)cc1,0%,16µM*,?
C/C(N)=C(/C#N)C(=O)COC(=O)CNS(=O)(=O)c1ccc(F)c(F)c1F,/,-34%,-17%
CC1CC(C)CN(S(=O)(=O)c2ccc3c(c2)oc(=O)n3CC(=O)NCCCOC(C)C)C1 (centres undefined),2%,?,21%
CCCCSc1nnc2c(n1)OC=Nc1ccccc1-2,/,-11%,4%
COc1cccc(C(=O)Nc2ncc3c(n2)CC(c2ccc(OC)cc2OC)CC3=O)c1 (centres undefined),5%,4.1µM*,2.9µM*
CCC1(C)COC2(OC1)C(=O)Nc1ccccc12 (centres undefined),8%,-19%,-3%
O=S(=O)(Nc1nc2ccccc2nc1OCC(F)(F)F)c1cccs1,/,1%,?
COc1ccccc1/C=N/NC(=O)CNC(=O)c1ccc(S(=O)(=O)N2CCCC2)cc1,11%,0%,1%
Cc1csc(NC(=S)NC(=O)c2ccccc2)n1,5%,18µM*,?
CCOC(=O)c1sc(NC(=O)c2cc3n(n2)C(C(F)(F)F)CC(c2ccccc2)N3)c(C(=O)OCC)c1C (centres undefined),-4%,-5%,2%
N#Cc1ccc(N2Cc3ccccc3C2=NC(=O)c2cccs2)cc1,0%,1%,-21%
NS(=O)(=O)c1ccc(CCNC(=O)CNC(=O)Cc2ccccc2)cc1,/,13%,10%
COc1ccc(C(=O)Nc2ccccc2)cc1NC(=O)c1cccs1,1%,?,-30%
COCCNC(=O)c1onc(CSc2cc(C)cc(C)c2)c1C(=O)O,4%,1%,5%
CCN(CC)C(=O)Cn1c(=O)n(CCCCCC(=O)NCc2ccc3c(c2)OCO3)c(=O)c2sccc21,-11%,-30%,?
COCCNC(=O)CN1C(=O)CCn2nc(-c3cn(C)c4ccccc34)cc21,3%,39%[activator],-24%
COc1ccc(/C=N/Nc2ccccc2C(=O)O)cc1,/,-1%,-2%
O=C(CCc1nc2ccccc2c(=O)[nH]1)Nc1nnc(SCc2ccccc2F)s1,-6%,16µM*,13µM*
CCCCn1c(SCC(N)=O)nc2sc3c(c2c1=O)CCC3,/,-12%,-10%
Cc1cccc(C(=O)Nc2ccc(C(=O)N/N=C/c3ccc4c(c3)OCO4)cc2)c1,-15%,?,-26%
O=c1[nH]c(-c2ccccn2)nc2sc(-c3ccccc3)cc12,-5%,2.1µM*,2.3µM*
Cc1csc(N/N=C\c2cccnc2)n1,5%,5.2µM*,2.9µM*

# Whole records, quoted from the list. Order of values: TDP1 inh	DT40 TDP1 no CPT	DT40 TDP1 CPT
# Entry for COc1ccccc1/C=N/NC(=O)CNC(=O)c1ccc(S(=O)(=O)N2CCCC2)cc1 : 11%	0%	1%
# Entry for Cc1csc(NC(=S)NC(=O)c2ccccc2)n1 : 5%	18µM*	?
# Entry for N#Cc1ccc(N2Cc3ccccc3C2=NC(=O)c2cccs2)cc1 : 0%	1%	-21%
# Entry for CCCCn1c(SCC(N)=O)nc2sc3c(c2c1=O)CCC3 : /	-12%	-10%
# Entry for COCCNC(=O)c1onc(CSc2cc(C)cc(C)c2)c1C(=O)O : 4%	1%	5%

# More structures.
SMILES,TDP1 inh,DT40 TDP1 no CPT,DT40 TDP1 CPT
CC1=NN(c2ccccc2)C(=O)/C1=C/c1cccc(C)c1,/,?,?
Cc1cc(C)n(CCNC(=O)[C@H]2O[C@@H](n3cnc4c(N)ncnc43)[C@H](O)[C@@H]2O)n1,/,-2%,-14%
CC(C)COc1ccc(CN=C(N)N=C(N)N)cc1Cl,2%,4.1µM*,6.5µM*
O=C(CCc1nnc(C2(c3ccc(Cl)cc3)CCC2)o1)NC1CC1,0%,-3%,-4%
O=C(Nc1ccccc1C(F)(F)F)N1CCC(n2c(=O)[nH]c3ccccc32)CC1,0%,-7%,0%
COc1ccc(-n2c(=O)c3c(c4cc(OC)ccc4n3C)n(C)c2=O)cc1,6%,1%,-2%
COc1ccc(C(=O)Cn2cc[n+](C)c2)cc1,1%,-6%,11%
COc1ccc(CCNS(=O)(=O)c2ccc3c(c2)CC(C)N3C(=O)C2CCC2)cc1OC (centres undefined),0%,13µM*,?
CCCCCCC[n+]1ccc(C)c2ccccc21,/,0.45µM*,0.45µM*
OCCCNc1nc(-c2ccc(Cl)cc2)nc2ccccc12,/,?,-18%
C=Cc1ccc(Cn2c(=O)cc(C)c3c(C)nn(-c4ccccc4)c32)cc1,6%,1%,-24%
COc1cccc2cc(C(=O)CS(=O)(=O)c3ccc(C(C)(C)C)cc3)c(=O)oc12,6%,?,?
CC(C)c1ccc(OCCCCCN2CCOCC2)cc1,/,?,?
CCCNC(=S)N1CCN(c2nc(-c3ccc(C)cc3)cs2)CC1,/,?,?
O=S(=O)(Nc1ccc(Br)cn1)c1ccc2ccccc2c1,3%,-20%,17%
O=C(NNC(=O)C1CC=CCC1)c1ccccc1O (centres undefined),/,?,?
COc1cccc2c1C(=O)C=C(C)C2=O,5%,4.6µM*,2.9µM*
CCCCOc1ccc(NC(=O)c2cnc(C)cn2)cc1,4%,?,-23%
Cc1cc(/C=C(\C#N)C(=O)N2CCCCC2)cc(C)c1O,/,26µM*,18µM*
O=C(Nc1nc(-c2cccs2)cs1)C1=COCCO1,-8%,23µM*,?
COCCNC(=O)Cn1c(=O)n(CCCCCC(=O)NCc2ccc3c(c2)OCO3)c(=O)c2sccc21,2%&0%,-26%,-2%
CS(=O)(=O)Nc1ccc(C(=O)CC(=O)Nc2ccc([N+](=O)[O-])cc2)cc1,/,-18%,-1%
COc1ccc(CNc2nc(C)c([N+](=O)[O-])c(C)c2C#N)cc1,-3%,?,18µM*
CCOc1ccc(CCNC(=O)COC(=O)c2ccco2)cc1OCC,0%,-10%,-15%
CCOC(=O)N1CCN(CCC(=O)Nc2cccc(C)c2)CC1,5%,-5%,-5%
C=CCc1cc(C)ccc1OCCn1ccnc1,9%,-2%,-6%
CC(C)(CNC(=O)c1cnn(-c2ncc3c(n2)-c2ccccc2CC3)c1C1CC1)N1CCOCC1,/,1%,-10%[9.04 µM]
Cc1ccc(S(=O)(=O)N(C)C)cc1[N+](=O)[O-],7%,?,-14%
Cc1ccc(NS(=O)(=O)c2c(C)[nH]c(=O)[nH]c2=O)c(Br)c1,/,-5%,4%
COc1ccc(NC(=O)CCCCCn2nnc3ccccc3c2=O)cc1,/,-52%,-20%
Cc1nnc(SCc2ccc([N+](=O)[O-])cc2)[nH]c1=O,-5%,6%,10%
O=C(NC(Cc1ccccc1)C(=O)NCCc1ccccn1)c1ccccc1 (centres undefined),/,-23%,-1%
COc1ccc(Nc2nc(C)cc(C)c2C#N)cc1,-2%,0%,-6%
COc1ccccc1OCC(=O)Nc1ccc(CSc2ccccc2)cc1C,/,?,?
CCCSc1nnc2c(n1)OC(CC)N(C(C)=O)c1ccccc1-2 (centres undefined),/,-21%,-18%
CC1=CC2=NC(=O)CC(C)(C(=O)N(CC(=O)NC(C)(C)C)Cc3ccccc3)N2C=C1 (centres undefined),0%,-5%,-7%
CC1(C)CC(=O)c2cc(C(=O)N3CCN(CCO)CC3)c(=O)n(-c3ccc(Cl)cc3)c2C1,5%,0%,2%
Cc1ccccc1C(=O)NCC(=O)Nc1ccccc1C(F)(F)F,3%,-9%,15%
CC(CCC(=O)NN)C1CCC2C3CCC4CC(O)CCC4(C)C3CCC12C (centres undefined),/,26µM*,1%
O=C(NCc1ccco1)c1cc(-c2ccccc2)nn1CC1CC(c2cccnc2)=NO1 (centres undefined),/,?,-28%
CCN(CCNS(=O)(=O)c1ccc2[nH]c(=O)sc2c1)c1ccccc1,8%,-15%,?
Cc1ccnc2nc(C(=O)OCC(=O)N(Cc3ccccc3)C(C)(C)C)nn12,0%,?,?
O=C(/C=C/[C@H]1O[C@@H](n2ccc(=O)[nH]c2=O)[C@H](O)[C@@H]1O)NCc1ccc2c(c1)OCO2,/,30%,-20%
COc1ccc(CN(C)C(=O)C2CSC3(C)CCC(=O)N23)cc1OC (centres undefined),0%,-9%,-5%
Cc1cccc(-n2ncc3c(Nc4c(C)n(C)n(-c5ccccc5)c4=O)ncnc32)c1,2%,?,?
Cc1c(NS(=O)(=O)c2ccc3c(c2)NC(=O)CC(=O)N3)cccc1[N+](=O)[O-],5%,1%,-5%
COc1cccc(N2CCN(C(=O)CCC(=O)N3CCOc4ccc(C)cc43)CC2)c1,/,?,?
O=C(NNc1ccccc1)Nc1ccccc1F,12%,7.3µM*,?
N/C(CCCN1CCCCC1)=N/O,8%,6%,7%
CCOC(=O)Cc1csc(NC(=O)/C=C\c2ccccc2Cl)n1,6%,?,-28%
CCCCN(C(=O)C(C)N1C(=O)c2ccccc2C1=O)c1c(N)n(CCCC)c(=O)[nH]c1=O (centres undefined),-4%,26%,-14%
CC1CCN(c2nc3c(c(=O)[nH]c(=O)n3C)n2CC(C)CSc2nnnn2-c2ccccc2)CC1 (centres undefined),0%,?,16µM*
COC(=O)C1C(C(=O)OC)C1(c1ccccc1)c1ccccc1 (centres undefined),/,-22%,-9%
O=C(Nc1ccc2c(c1)OCCO2)N1CCN(c2ccc(F)cc2)CC1,0%,?,?
COc1ccc(-c2c(C3=CCCCC3)oc3ccc(-c4ccc5c(c4)OCO5)cc23)cn1,/,15µM*,?
COCC(C)NC(=O)c1ccccc1OC(C)=O (centres undefined),7%,-18%,-3%
COc1ccc(NC(=O)N(C)[C@H]2C[C@H]3c4[nH]c5ccccc5c4CCN3C(=O)[C@H]2CO)cc1,/,?,-21%
COc1ccc(CCC(=O)Nc2cc(Cl)ccc2OC)cc1,-1%,?,?
Cc1ccc(CNC(=O)CN(CCc2ccccc2)S(C)(=O)=O)cc1,2%,-29%,-7%
COc1ccc(-c2csc(NC(=S)NC(=O)/C=C/c3ccccc3)n2)cc1Br,6%,23µM*,?

# 2 compounds picked at random from the list so far:
SMILES,TDP1 inh,DT40 TDP1 no CPT,DT40 TDP1 CPT
NC(=O)c1cc(S(=O)(=O)NCc2ccc(F)cc2)cs1,0%,-3%,3%
CC1CCN(c2nc3c(c(=O)[nH]c(=O)n3C)n2CC(C)CSc2nnnn2-c2ccccc2)CC1 (centres undefined),0%,?,16µM*

# Next part.
SMILES,TDP1 inh,DT40 TDP1 no CPT,DT40 TDP1 CPT
CCCCC[C@@H]1[C@H]2[C@H]3C(=O)N(c4ccccc4)C(=O)[C@H]3CC(=O)[C@H]2[C@H](c2ccccc2)N1S(=O)(=O)c1ccc(C)cc1,/,2%,20%
C[C@@H]([C@H](O)c1ccccc1)N(C)C(=S)Nc1ccccc1,/,24%,14%
CCOc1ccsc1C(=O)NNC(=O)c1ccco1,2%,5%,-3%
Cc1ccc(OCc2ccc(C(=O)NNC(=S)NCC3CCCO3)o2)c([N+](=O)[O-])c1 (centres undefined),2%,3%,-30%
COC(=O)[C@@]1(Cc2ccccc2)[C@H]2C(=O)N(C)C(=O)[C@H]2[C@H]2CN=C(SCc3ccc(Cl)cc3)N21,1%[56.1 µM],12µM*,13µM*
COc1ccccc1CNC(=O)N1CCN(c2ccccc2C)CC1,0%,?,-20%
CCn1c(SCC(=O)Nc2cccc(NC(=O)c3ccco3)c2)nnc1-c1cccs1,8%,16µM*,?
O=C(NNC(=O)c1csc(-c2cccnc2)n1)c1ccccc1,8%,-16%,0%
CC1CCC2(CC1)NC(=O)N(CC(=O)NC(=O)Nc1ccc3c(c1)OCCO3)C2=O (centres undefined),0%,-17%,-13%

# Single entries from above:
# DT40 TDP1 CPT result of CCCCC[C@@H]1[C@H]2[C@H]3C(=O)N(c4ccccc4)C(=O)[C@H]3CC(=O)[C@H]2[C@H](c2ccccc2)N1S(=O)(=O)c1ccc(C)cc1 : 20%
# TDP1 inh result of COc1ccccc1CNC(=O)N1CCN(c2ccccc2C)CC1 : 0%

# High-throughput results deposited in PubChem by National Center for Advancing Translational Sciences (NCATS).
